ABHD5 PLIN5 PPI: blocks binding of human ABHD5 to perilipin-5; inhibition, % at 4 µM; 360,000 tested, 0.78% active; Split G. princeps luciferase complementation, luminescence, 4 h;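 active means inhibition above the mean inhibition across every tested compound plus 3 SD, cut at about 22% in these data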;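 further: 0% = DMSO only wells and the 100% control is not disclosed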
Target sequence (Q00G26 whole entry, looked up): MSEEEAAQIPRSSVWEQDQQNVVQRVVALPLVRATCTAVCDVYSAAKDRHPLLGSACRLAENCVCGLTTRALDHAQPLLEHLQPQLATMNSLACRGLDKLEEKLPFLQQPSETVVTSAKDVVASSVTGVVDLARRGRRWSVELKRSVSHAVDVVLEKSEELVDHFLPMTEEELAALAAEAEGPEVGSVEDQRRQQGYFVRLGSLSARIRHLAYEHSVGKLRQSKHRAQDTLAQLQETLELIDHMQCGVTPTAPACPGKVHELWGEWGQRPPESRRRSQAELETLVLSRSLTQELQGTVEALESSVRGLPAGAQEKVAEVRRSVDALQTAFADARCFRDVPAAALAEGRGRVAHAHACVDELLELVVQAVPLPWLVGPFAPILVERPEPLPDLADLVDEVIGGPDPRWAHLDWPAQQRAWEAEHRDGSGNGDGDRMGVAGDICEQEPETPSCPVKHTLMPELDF
Target sequence (Q8WTS1 whole entry, looked up): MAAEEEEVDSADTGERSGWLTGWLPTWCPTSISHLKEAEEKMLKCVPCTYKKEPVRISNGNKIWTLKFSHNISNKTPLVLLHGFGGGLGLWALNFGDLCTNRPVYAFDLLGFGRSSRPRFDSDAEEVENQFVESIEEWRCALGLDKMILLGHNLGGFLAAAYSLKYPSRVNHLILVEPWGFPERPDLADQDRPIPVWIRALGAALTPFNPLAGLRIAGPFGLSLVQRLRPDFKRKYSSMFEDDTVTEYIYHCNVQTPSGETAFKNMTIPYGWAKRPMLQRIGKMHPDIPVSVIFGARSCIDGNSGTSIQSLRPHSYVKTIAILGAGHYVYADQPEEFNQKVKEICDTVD
NOD2 RIPK2 PPI: NOD2-RIPK2 protein interaction inhibition; CHO BLA complementation NOD2-RIPK2, CCF4 ratio; inhibition, % at 4.98 µM; 360,000 tested, 0.38% active; AID 624267; in the data active means inhibition above about 21%;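 further: 0% = vehicle only and 100% = reference blocker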
ABCB6 inh MLPCN: inhibitors of human ABC transporter ABCB6 | AID 602162 | fluorescence ratio to DMSO, % at 10 µM | K562-ABCB6 porphyrin accumulation, flow cytometry, 1 h; hits give low values | Q9NP58 | 360,000 tested, 0.19% active;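 active means fluorescence ratio to DMSO below 75%, the collection mean minus 3 SD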;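 further: signal is porphyrin accumulated inside mitochondria; 100% equals median channel fluorescence of DMSO control wells; lower ratio means ABCB6 inhibition with less porphyrin fluorescence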
MC4R ag barr: agonists of human melanocortin 4 receptor (MC4R) beta-arrestin; U2OS MC4R beta-arrestin complementation, luminescence; percent of melanotan II response, DMSO zero; activation, % at 8.9 µM; 360,000 tested, 0.98% active;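 active means activation above a per-plate cutoff, the mean activation of sample wells on that plate plus 3 SD, cut at about 8% in these data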
TLR9-MyD88 inh: inhibitors of human TLR9-MyD88 binding; Q9NR96+Q99836; CHO BLA complementation TLR9-MyD88, CCF4 FRET ratio; inhibition, % at 4.98 µM; 340,000 tested, 0.21% active; AID 504734;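 active means inhibition above the mean over all tested compounds plus 3 SD, cut at about 21% in these data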;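 further: 0% = DMSO only wells and 100% = clavulanate BLA inhibitor control wells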
N-glyco inh: N-linked glycosylation inhibition. D54 ERlucT glycosylation luciferase reporter, 24 h; percent of 100 nM tunicamycin response. reporter increase, % at 12.5 µM. 360,000 tested, 0.23% active. AID 588692;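 active means mean luciferase reporter signal, scaled so untreated is 0 and the glycosylation-blocking control 100, at or above a set limit in every replicate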;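 further: luciferase carries N-glycosylation sites so blocking glycosylation raises the light; 0% = median of neutral control wells and 100% = median of 100 nM tunicamycin wells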
SRC2 inh: inhibits human steroid receptor coactivator 2. 370,000 tested, 0.17% active. Q15596. inhibition, % at 9 µM. HEK293 GAL4-SRC2 luciferase reporter, luminescence. AID 651957;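 active means inhibition above the mean inhibition of all tested compounds plus 3 SD, set per campaign, cut at about 52% in these data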;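 further: 0% = DMSO treated cells and 100% = cells given Gossypol at 36 µM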
HTR2A ag: activates the mouse 5-HT2A serotonin receptor; P35363; CHO-K1 mHTR2A beta-arrestin complementation, luminescence; percent of 30 µM serotonin response; activation, % at 7.6 µM; 360,000 tested, 0.66% active; AID 624169;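 active means activation above a run cutoff, the mean activation of all tested compounds plus 3 SD, cut at about 14% in these data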;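 further: 0% = plate median of compound wells and 100% = 30 µM serotonin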
H9c2 protect: protects H9c2 cardiomyocytes from peroxide injury; H2O2 injury protection, ATPLite, 2 h; protection from H2O2 cell death, % at 20 µM; 360,000 tested, 0.63% active;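 active means compounds giving at least 50% protection of heart cells from peroxide-induced death in the single-dose screen, raw or plate-pattern-corrected value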;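 further: 0% = DMSO wells with peroxide and 100% = DMSO wells without peroxide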
MC4R antag cAMP: blocks human MC4R cAMP signaling. P32245. MC4R-expressing cells, MTII-stimulated cAMP, LANCE TR-FRET. inhibition, % at 6.5 µM. 360,000 tested, 0.48% active;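 active means inhibition above its plate's cutoff, the mean of tested wells on that plate plus 3 SD, cut at about 29% in these data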;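 further: 0% = Melanotan II alone and 100% = Melanotan II plus saturating MCL0020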
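material = U2OS cells stably expressing human melanocortin 4 receptor (MC4R) | also added = Melanotan II challenge | dosing = single nominal compound dose of 6.5 µM | detection = TR-FRET with Eu-cAMP and labeled anti-cAMP, 671 nm | replication = singlicate | timing = compound 30 min, challenge 1 h, detection 1 h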
The depositor's hits bear a star; nt = no result given. Only part of the results is shown; rates above refer to the full screens.

Each structure is followed by: H9c2 protect, TLR9-MyD88 inh, NOD2 RIPK2 PPI, N-glyco inh, MC4R ag barr, ABCB6 inh MLPCN, SRC2 inh, MC4R antag cAMP, HTR2A ag, ABHD5 PLIN5 PPI
O=C(Nc1cccc2c1CCCC2)c1ccccc1Cl
 : -7, 0, -12, 1, 0.0, 97, -13, 0, 7, 3
O=C(NCc1nc2ccccc2[nH]1)c1ccc([N+](=O)[O-])cc1
 : 2, -1, -2, 1, -2.2, 99, -8, 8, 2, 1
O=C1CC(NC(=O)C(F)(F)F)=NN1c1ccccc1
 : -4, -3, 4, 0, -1.7, 94, -12, 4, 3, -32
CCCN(CC(=O)Nc1ccccc1C)C(=O)C1CCN(S(=O)(=O)c2ccc(C)c(C)c2)CC1
 : -1, -2, 6, -1, -0.8, 100, -5, -5, -2, 0
NN(Cc1ccccc1)C(=S)Nc1ccc(Cl)c(Cl)c1
 : -11, -5, -5, -1, -3.5, 95, 1, -6, -3, -7
Cc1ccc(S(=O)(=O)Nc2ccc3c(c2)c2c(n3S(=O)(=O)c3ccc(C)cc3)CCCC2=O)cc1
 : -2, -1, -1, -6, -0.6, 96, -13, 8, 0, 1
CCS(=O)(=O)c1ccc2oc(Nc3cccc(OC)c3)nc2c1
 : 8, -12, -6, 5, 1.2, 109, -24, 31*, -4, 6
O=C(Nc1cccc2ccccc12)N1CCc2ccccc2C1
 : -8, 1, -12, -1, -2.2, 88, -30, -2, -3, -1
CCCCCCCC1CC(=O)C=C(C)C1C(=O)OCC (configuration not stated)
 : 1, nt, -10, -1, 2.6, 96, -24, 12, -1, -5
O=C1Nc2ccccc2/C1=N/N=C/c1ccc(-c2ccc([N+](=O)[O-])cc2)o1
 : -14, -12, 3, 3, 3.6, 118, -7, 20, 2, -1

Retrieved one by one from above (six):
Each structure is followed by: H9c2 protect, TLR9-MyD88 inh, NOD2 RIPK2 PPI, N-glyco inh, MC4R ag barr, ABCB6 inh MLPCN, SRC2 inh, MC4R antag cAMP, HTR2A ag, ABHD5 PLIN5 PPI
O=C(NCc1nc2ccccc2[nH]1)c1ccc([N+](=O)[O-])cc1
 : 2, -1, -2, 1, -2.2, 99, -8, 8, 2, 1
O=C1CC(NC(=O)C(F)(F)F)=NN1c1ccccc1
 : -4, -3, 4, 0, -1.7, 94, -12, 4, 3, -32
O=C(Nc1cccc2c1CCCC2)c1ccccc1Cl
 : -7, 0, -12, 1, 0.0, 97, -13, 0, 7, 3
NN(Cc1ccccc1)C(=S)Nc1ccc(Cl)c(Cl)c1
 : -11, -5, -5, -1, -3.5, 95, 1, -6, -3, -7
CCCCCCCC1CC(=O)C=C(C)C1C(=O)OCC (configuration not stated)
 : 1, nt, -10, -1, 2.6, 96, -24, 12, -1, -5
CCCN(CC(=O)Nc1ccccc1C)C(=O)C1CCN(S(=O)(=O)c2ccc(C)c(C)c2)CC1
 : -1, -2, 6, -1, -0.8, 100, -5, -5, -2, 0

More compounds follow.
Each structure is followed by: H9c2 protect, TLR9-MyD88 inh, NOD2 RIPK2 PPI, N-glyco inh, MC4R ag barr, ABCB6 inh MLPCN, SRC2 inh, MC4R antag cAMP, HTR2A ag, ABHD5 PLIN5 PPI
O=C1NCCCC1C(=O)NCCN1C(=O)CCC1=O (configuration not stated)
 : 12, -1, -4, 1, -1.3, 97, -26, 2, 1, -1
COc1ccc(-n2cc(CN(C)C3CCOCC3)c(-c3cccc(F)c3)n2)cc1
 : 29, 2, 2, -1, 0.5, 90, -12, -1, -9, 9
O=C(Nc1ccccc1Cl)c1cc(C2CCCCN2S(=O)(=O)c2ccc(F)cc2F)on1 (configuration not stated)
 : -10, nt, 9, -2, 0.2, 97, -5, 5, -4, -10
CCCCCC(=O)N1C[C@H](O)[C@@H](n2cc(COC(=O)c3ccccc3)nn2)C[C@@H]1c1ccc(OC)cc1
 : 1, 1, -7, 0, 0.2, 102, -14, 2, 6, 3
Cn1c(CNC(=O)c2cccs2)nnc1SCC(=O)Nc1ccc(Cl)cc1
 : 4, 3, -4, 3, 0.0, 96, -11, 6, 1, 7
Cc1cccc(NC(=O)COC(=O)c2c(-c3ccccc3)noc2C)c1
 : 1, 2, 0, -4, 3.1, 99, -18, 8, -18, -2
Cc1ccc(N2C(=O)C3C(C2=O)C(C(=O)c2ccc(Cl)cc2)N2CCCC32)cc1 (configuration not stated)
 : 8, 0, -10, 1, -2.0, 95, -24, 1, -6, 2
O=C(CNC(=O)C1CC(=O)N(c2cccc3ccccc23)C1)Nc1ccccc1Br (configuration not stated)
 : 11, 1, 0, 0, 1.4, 101, 4, 12, 0, -9
COc1ccc(Oc2nc3ccccc3n(C)c2=O)cc1
 : -5, 2, 2, -1, 1.8, 97, 18, 3, 1, -1
COc1cccc2cc(C(=O)NCCc3c[nH]c4ccccc34)c(=O)oc12
 : 45, -11, -4, 0, 1.4, 98, -4, -2, 3, 8
CCOC(=O)c1ccc(N=C2SC(C(=O)NCCc3ccccc3)CC(=O)N2C)cc1 (configuration not stated)
 : 16, 2, 3, -2, 1.3, 93, -22, 19, -3, -4
CC(C)[C@H](NC(=O)c1ccccc1Cl)C(=O)Nc1ccc(S(=O)(=O)Nc2nccs2)cc1
 : 1, 4, 3, 2, -2.3, 98, -16, -3, -4, -5
COc1cc(/C=N/NC(=O)c2cccnc2)ccc1OC(=O)c1ccc([N+](=O)[O-])cc1
 : 4, 0, -4, 1, -4.0, 93, 2, 10, -4, 3
COC(=O)[C@@H]1CCCN1C(=O)[C@@H](NC(=O)OC(C)(C)C)C(C)C
 : 6, -4, -5, 4, -0.7, 96, 3, 7, -2, 3
Cc1csc2ncc(C(=O)Nc3ccon3)c(=O)n12
 : -3, -11, 10, 3, 1.8, 103, -2, 0, -2, -12
CC(=O)c1cccc(NC(=O)NC2CCCCCCC2)c1
 : 0, -15, 11, nt, -1.3, 94, -44, 21, 0, -4
C=CCc1c(Cl)nc(C)nc1NCc1ccccc1
 : -15, -10, -1, -4, 2.3, 94, 7, 12, -3, -4
CN(C)S(=O)(=O)c1cccc(NC(=O)/C=C/c2ccccc2[N+](=O)[O-])c1
 : 10, -3, 4, 0, 0.0, 94, -14, 9, -5, -1
Nc1nc(NCC2CCCO2)nc(Nc2ccc(F)cc2)c1[N+](=O)[O-] (configuration not stated)
 : 20, -10, 0, 1, 2.2, 108, -24, 0, 2, 2
CC1CCCN(C(=O)c2ccncc2)C1 (configuration not stated)
 : -1, -9, 0, 1, -1.2, 96, -4, 1, 5, 0
O=[N+]([O-])c1cccc(S(=O)(=O)Nc2ccc3cn[nH]c3c2)c1
 : -4, 3, -7, 2, -0.7, 97, 11, 2, -5, -4
O=C(NN=C1CCCC1)c1ccccc1[N+](=O)[O-]
 : 3, 9, -1, 2, 0.9, 106, -4, 6, -1, -2
COc1cc(NC(=O)c2ccccc2)c(OC)cc1NC(=O)CN1CCN(c2ccccn2)CC1
 : 50*, -9, 1, -6, -2.1, 94, -13, 10, -5, 4
COC(C[C@H]1O[C@H]1[C@@H](O)COCc1ccccc1)OC
 : -1, -3, -15, 1, -1.7, 101, -8, -3, -3, -9
COc1ccc(N2CCN(C(=O)CCCn3nnnc3CN3CCOCC3)C(C)C2)cc1 (configuration not stated)
 : 0, -5, 7, 0, -0.8, 92, 6, 7, -1, -5
CN(C)C(CNC(=O)c1ccc(Cl)c(S(=O)(=O)N2CCCCCC2)c1)c1ccccc1 (configuration not stated)
 : -12, 7, 12, -8, -1.2, 91, 9, 5, -11, 6
CC(C)c1nc(SCC(=O)N2CCCC2)c2c(=O)n(C)c(=O)n(C)c2n1
 : 33, -1, 1, 1, 1.7, 99, 4, -4, 8, -4
CN(Cc1ccc(F)cc1Cl)S(=O)(=O)c1cccs1
 : 1, -8, -7, -2, 0.1, 97, -9, 6, -2, -1
Cc1cnnn1-c1ccc([N+](=O)[O-])cc1
 : -3, nt, -4, 1, -1.2, 103, -12, -1, 2, -2
CC1CCc2nc(NC(=O)c3ccc(N4C(=O)CCC4=O)cc3)sc2C1 (configuration not stated)
 : -7, 1, -5, 1, -3.1, 92, 6, 7, -8, 2

Compound profiles (already shown). Screens in order: H9c2 protect, TLR9-MyD88 inh, NOD2 RIPK2 PPI, N-glyco inh, MC4R ag barr, ABCB6 inh MLPCN, SRC2 inh, MC4R antag cAMP, HTR2A ag, ABHD5 PLIN5 PPI
`Cc1cnnn1-c1ccc([N+](=O)[O-])cc1` in the list: -3, nt, -4, 1, -1.2, 103, -12, -1, 2, -2
`COC(C[C@H]1O[C@H]1[C@@H](O)COCc1ccccc1)OC` in the list: -1, -3, -15, 1, -1.7, 101, -8, -3, -3, -9

More records:
Each structure is followed by: H9c2 protect, TLR9-MyD88 inh, NOD2 RIPK2 PPI, N-glyco inh, MC4R ag barr, ABCB6 inh MLPCN, SRC2 inh, MC4R antag cAMP, HTR2A ag, ABHD5 PLIN5 PPI
COCCNCCCCOc1c(Cl)cc(C)cc1Br
 : 2, 0, 3, 3, -4.4, 99, -5, -3, -4, 2
Cc1ccc(S(=O)(=O)n2cc(-c3ccccc3)c(N)n2)cc1
 : -10, 4, 1, -4, -0.7, 101, 15, 3, 5, -8
COc1ccc(-c2[nH]ncc2/C=N/NC(=O)c2cc(Br)ccc2O)c(OC)c1
 : 4, -4, 5, 0, 0.9, 103, -11, 8, -3, 2
COc1ccc2cc(C(=O)NCc3ccco3)c(=O)oc2c1
 : -15, 1, -1, -2, -1.1, 90, -98, 6, -4, -1
Cc1ccc(CNC(=O)Cn2cnc(C(=O)Nc3ccc(C)c(C)c3)n2)o1
 : -13, 3, 3, -1, -1.9, 94, -44, -4, -1, 4
Cc1cc(/C=C2\SC(=Nc3ccccc3)NC2=O)c(C)n1-c1ccc(S(N)(=O)=O)cc1
 : 20, -2, 7, 14, 1.3, 92, -2, -19, -2, 28*
CCC1CCC2(CC1)NC(CO)(CO)CO2 (configuration not stated)
 : 2, 1, -6, 0, 0.6, 100, -8, -1, -3, -8
O=C(NCCCn1ccnc1)C(Cc1ccc([N+](=O)[O-])cc1)N1C(=O)c2ccccc2C1=O (configuration not stated)
 : -1, -3, -6, 0, 1.6, 94, -15, 0, 5, 5
O=C(COC(=O)CNC(=O)c1ccccc1)NC(=O)NC1CCCCC1
 : 8, 3, 4, 1, -1.0, 102, 21, 5, -1, -5
O=C(Nc1cccc(C(F)(F)F)c1)c1csc(COCCO)n1
 : -2, nt, 0, 0, -0.1, 96, -17, -2, 4, 4
CCC(=O)c1cn(CC(=O)Nc2ccc(C)cc2)c2ccccc12
 : -3, 0, -2, 1, 1.5, 93, -5, -3, 5, -3
O=[N+]([O-])c1cc(C(F)(F)F)ccc1Oc1cccnc1[N+](=O)[O-]
 : 2, -13, -7, 0, -0.3, 101, 3, 17, 0, -1
C=CCn1c(SCC(=O)Nc2cc(C)cc(C)c2)nnc1-c1cnccn1
 : 1, 3, -8, -2, -1.6, 95, 4, 3, 1, 0
CC(Oc1ccc(Br)cc1)C(=O)N1CCC(C(N)=O)CC1 (configuration not stated)
 : -3, 6, 2, 2, 0.6, 101, 32, -3, 5, 45*

Bioassay records deposited in PubChem by several laboratories.
